UTI89 phage lysis – protection from phage-mediated lysis, alamar blue read-out – E. coli UTI89, K1F phage, bacterial capsule biogenesis inhibitors (AID 488966); inhibition, % at 100 µM, or IC50 in µM where a hit was titrated; hit rate 0.02% among 340,000; E. coli UTI89 K1F phage lysis, alamar blue, 2 h; higher % means a stronger effect;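 active = phage lysis inhibition, versus mean bacterial control, above a set limit; inconclusive = no clear call, values can overlap the other calls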;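 note: capsule biogenesis inhibitors block K1F phage lysis so surviving cells raise fluorescence; higher fluorescence means more inhibition of phage lysis; actives were called in the ten point dose series up to 300 µM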
Dengue-2 NS5 capping – flavivirus cap methylation enzyme inhibition – biochemical, confirmation dose response, primary screen (AID 588689) | Dengue-2 NS5 methyltransferase capping enzyme assay, biochemical; higher % means a stronger effect | inhibition, % at 25 µM; hits with a dose series show IC50 in µM | hit rate 0.3% among 340,000; in the data active = a potency from the dose series; inconclusive = inhibition above about 29% without an active follow-up result
Large T inhibition – SV40 large T antigen inhibitors, biochemical (AID 1903) | SV40 large T antigen ATPase/helicase inhibition assay; higher % means a stronger effect | hit rate 0.39% among 310,000 | inhibition, % at 20 µM, or IC50 in µM where a hit was titrated; in the data active = a potency from the dose series; inconclusive = inhibition mostly from about 32% at the one dose, without a potency; inactive = the rest, 99 in 100 with inhibition below about 32%; note: strong numbers were not always called active
Yfh1-off respiration – enhancers of respiration in Yfh1-depleted yeast, dose response, Friedreich's ataxia, plus single-dose screen (AID 1465); S. cerevisiae Yfh1-off respiration, WST-1 reduction, 72 h; higher fold induction means a stronger effect; fold induction at 50 µM; hits with a dose series show EC50 in µM; hit rate 0.074% among 220,000;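 active = fold induction of absorbance versus untreated yeast above a set limit, then at least 30% activation at any dose in follow-up; inconclusive = repeats straddling the limit, or above it without dose testing; inactive = fold induction below the set limit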;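 note: activators that raise dye reduction in frataxin-depleted yeast; strong numbers were not always called active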
RSV CPE inhibition – inhibition of RSV-induced cytopathic effect – HEp-2 cells, primary 10 µM value included (AID 2391). HEp-2 cells, RSV-induced CPE inhibition; higher % means a stronger effect. CPE inhibition, % at 10 µM; hits with a dose series show IC50 in µM. hit rate 0.13% among 310,000; in the data active = a potency from the dose series; inconclusive = CPE inhibition mostly from about 23% at the one dose, without a potency; inactive = the rest, 99 in 100 with CPE inhibition below about 21%; note: strong numbers were not always called active
West Nile antiviral – West Nile virus antiviral activity, cell-based, CPE readout (AID 1621) | West Nile virus-infected cells, CPE inhibition; higher % means a stronger effect | CPE inhibition, % at 10 µM; hits with a dose series show IC50 in µM | hit rate 0.02% among 290,000; in the data active = a potency from the dose series; inconclusive = CPE inhibition mostly from about 3.7% at the one dose, without a potency; inactive = the rest, 99 in 100 with CPE inhibition below about 2.2%; note: strong numbers were not always called active
WT yeast gro inh – growth inhibition of WT yeast, mitochondrial fusion screen; mitochondrial fusion phenotypic screen, WT strain; inhibition, % at 10 µM; hit rate 2.1% among 190,000; in the data active = inhibition above about 58%; tested in S. cerevisiae
CSM14.1 death rescue – protection against thapsigargin-triggered cell killing – 384-well, CSM14.1, ATP luminescence, primary screen (AID 1222). CSM14.1 thapsigargin-induced death rescue, ATP luminescence; higher % means a stronger effect. one-dose cellular ATP content (survival), % at 20 µM; EC50 in µM for titrated hits. 190,000 tested, under 10 active;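 active = EC50 below 50 µM in the dose-response confirmation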;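 note: death triggered by thapsigargin at about 15 µM added after 2 h compound pretreatment; cell ATP read after overnight thapsigargin exposure of roughly 18 to 22 hours; normalized against plate controls of thapsigargin alone and 5% DMSO vehicle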
XIAP antagonists – small molecules displacing peptide from XIAP – biochemical, IAP family, fluorescence polarization (AID 1018); XIAP BIR domain, fluorescence polarization peptide displacement; higher % means a stronger effect; displacement, % at 20 µM, or IC50 in µM where a hit was titrated; hit rate 0.007% among 200,000; in the data active = displacement above about 50%; note: a part of the inactive calls stands beside numbers as strong as those of hits
WT yeast gro inh mutant strain – further read-out of WT yeast gro inh, marked with its call; inhibition, %; mitochondrial fusion phenotypic screen, mutant strain inhibition
Dengue-2 NS5 capping pilot replicate – also measured in Dengue-2 NS5 capping; calls as there; inhibition, %; measured here: pilot screen replicate inhibition
The depositor's hits bear a star; i = inactive; ? = inconclusive; nt = not tested or not shown; [ ] = another dose, or the depositor's remark.

SMILES | UTI89 phage lysis | Dengue-2 NS5 capping | Large T inhibition | Yfh1-off respiration | RSV CPE inhibition | West Nile antiviral | WT yeast gro inh | WT yeast gro inh mutant strain | CSM14.1 death rescue | XIAP antagonists | others
[O-][n+]1onc2c1CCC1N(O)C(c3ccccc3)CC21O (stereo not drawn) | -1.6% | -3% | 13% | i | 2.2% | 0.9% | -4 | -3 | 0.7% | 8.7%
Cc1cccc(NC(=S)NCC(C)CSc2ccc(Cl)cc2)c1 (stereo not drawn) | 0.8% | -10% | -4% | i | 1.9% | -1.4% | 82* | 48* | 1.0% | -6.5%
Oc1c(/C=N/c2ccccn2)sc2ccccc12 | 0.6% | -7% | 12% | i | 8.1% | -0.1% | nt | nt | nt | nt
COc1ccc(N2CC(C(=O)NCCCN3CCOCC3)CC2=O)cc1 (stereo not drawn) | 0.6% | -6% | -8% | i | -0.6% | -0.1% | -2 | 6 | -0.4% | -5.4% | Dengue-2 NS5 capping pilot replicate=-1.8
COc1ccccc1C(=O)N1CC2(C)CC1CC(C)(C)C2 (stereo not drawn) | 0.1% | -7% | 8% | i | 0.8% | -0.4% | 19 | 10 | -2.5% | -0.9%
Cc1cccn2c(=O)c3cc(S(=O)(=O)c4ccc(Br)cc4)c(=N)n(C4CCCCC4)c3nc12 | 0.0% | -88% | -1% | nt | 5.0% | 0.8% | nt | nt | nt | nt
O=C(CCCN1C(=O)c2ccccc2C1=O)Nc1nc2ccccc2[nH]1 | 0.3% | 5% | 5% | i | 2.6% | -0.1% | nt | nt | nt | nt
Cn1nc(C(=O)NCCc2ccc(Cl)cc2)c2c1-c1ccccc1S(=O)(=O)C2 | -0.3% | -8% | 17% | nt | 6.2% | 0.8% | nt | nt | nt | nt
COc1ccc(-n2cc(CN[C@H]3CCCCNC3=O)c(-c3cccc(F)c3)n2)cc1 | 0.7% | 2% | 9% | i | -0.2% | -0.8% | nt | nt | nt | nt
CCn1ncc(Br)c1C(=O)Nc1ccc(C(=O)OC(C)C)cc1 | 1.3% | 1% | 8% | i | ? | -0.1% | 20 | -11 | 1.0% | -5.0%
CCN(CC)CCCCN1c2ccccc2Sc2ccccc21 | 0.2% | -8% | 14µM* | nt | -1.8% | -1.1% | nt | nt | nt | nt
O=C(O)CCN1C(=O)/C(=C\c2ccc(OCc3ccccc3)c(OCc3ccccc3)c2)SC1=S | 0.0% | 8% | 12% | nt | 11% | -0.1% | nt | nt | nt | nt
O=C(c1ccncc1)N(c1ccc2oc3c(c2c1)CCCC3)S(=O)(=O)c1ccc(F)cc1 | 1.7% | -6% | 9% | i | 18% | -1.6% | 44 | -9 | -4.8% | -15%
Cc1cc(C(=O)COC(=O)CCc2nc3ccccc3c(=O)[nH]2)c(C)n1CC1CCCO1 (stereo not drawn) | nt | nt | 15% | i | 0.1% | -0.1% | nt | nt | nt | nt
CCc1ccccc1-n1c(SCC(=O)Nc2ccc3c(c2)OCCO3)nc2[nH]ncc2c1=O | 4.2% | 2% | 4% | i | -1.3% | 1.6% | -7 | -9 | -0.2% | -1.1%
CCN(CC)CCCNC(=O)C1c2ccccc2Oc2ccccc21 | 0.7% | 3% | 3% | i | 1.8% | -0.1% | -6 | -3 | -1.4% | -2.4%
COc1cccc(OCc2cc(C(=O)N(C)Cc3nccn3C)no2)c1 | 0.1% | -4% | 6% | nt | 2.9% | 0.0% | nt | nt | nt | nt
COc1ccccc1C(=O)NCCCNC(=O)c1cnccn1 | 0.2% | -2% | 8% | nt | 2.6% | -0.5% | nt | nt | nt | nt
O=C(Nc1nccs1)C1CCCN1S(=O)(=O)c1ccc(Cl)cc1 (stereo not drawn) | 5.6% | 4% | 4% | i | -0.1% | -0.3% | 9 | 20 | -0.3% | -2.4%
S=C(NCCSCc1ccc(Cl)cc1)Nc1ccccc1 | -0.1% | -6% | 5% | nt | 0.1% | nt | 79* | 63* | 2.7% | -23%
CC(C)(C)c1cc(NC(=O)COC(=O)C2CC2)n(-c2ccccc2)n1 | 5.3% | -7% | 5% | i | 1.1% | -0.3% | -5 | 3 | -0.7% | -3.8%
CN(CCc1ccccn1)C1CCCN(S(=O)(=O)c2ccc(F)c(Cl)c2)C1 (stereo not drawn) | -0.2% | -1% | -8% | nt | 0.6% | -0.8% | nt | nt | nt | nt
COc1ccc(C)cc1NC(=O)CNC(=O)c1sc2ccccc2c1Cl | 0.3%[50 µM] | 4% | 1% | nt | -1.0% | nt | nt | nt | nt | nt
O=C(C1=C[C@@H](C2CCCCC2)C[C@@H](OCCCCO)O1)N1CCOCC1 | 1.0% | -1% | 15% | i | -0.5% | -0.3% | -21 | -4 | -0.7% | -19%
Cc1ccc(/C=C/c2ccc3cccc(O)c3n2)s1 | -0.2% | -45% | 0% | nt | 1.7% | 0.7% | nt | nt | nt | nt
N#CCCn1cc(C(=O)N2CCCCC2)c(-c2ccc([N+](=O)[O-])cc2)n1 | -0.1% | 1% | 24% | i | 2.0% | -0.2% | 8 | 4 | -0.4% | -4.9%
CN(CC(=O)Nc1ccccc1Br)C(=O)c1ccncc1 | 0.1% | -10% | -8% | nt | 0.2% | -0.1% | nt | nt | nt | nt
Cc1cccc(NC(=S)/N=C(\N)Nc2nc(C)c3ccc(C)cc3n2)c1 | 0.4% | -3% | 9% | i | 4.1% | 0.2% | 48 | 33 | -2.2% | -7.9%
CCCCNC(=O)C1CCN(S(=O)(=O)c2cnc[nH]2)CC1 | 3.5% | -9% | 3% | i | 0.9% | 0.4% | 71* | 3.3* | 4.7% | -0.8%
O=C(CS(=O)(=O)Cc1ccccc1)N1CCN(C(=O)c2ccco2)CC1 | 0.3% | -2% | 8% | i | 1.2% | -0.1% | 13 | 22 | 0.6% | -2.0%

The last 2 records of the section before open the next one:
SMILES | UTI89 phage lysis | Dengue-2 NS5 capping | Large T inhibition | Yfh1-off respiration | RSV CPE inhibition | West Nile antiviral | WT yeast gro inh | WT yeast gro inh mutant strain | CSM14.1 death rescue | XIAP antagonists | others
CCCCNC(=O)C1CCN(S(=O)(=O)c2cnc[nH]2)CC1 | 3.5% | -9% | 3% | i | 0.9% | 0.4% | 71* | 3.3* | 4.7% | -0.8%
O=C(CS(=O)(=O)Cc1ccccc1)N1CCN(C(=O)c2ccco2)CC1 | 0.3% | -2% | 8% | i | 1.2% | -0.1% | 13 | 22 | 0.6% | -2.0%
COc1ccccc1C(=O)CSc1nccn1C | 0.4% | -1% | 4% | nt | 0.5% | -0.8% | nt | nt | nt | nt
CCC1CCCCN1c1cc(C)nc2cc(-c3cccc(C)c3)nn12 (stereo not drawn) | 0.6% | -3% | 10% | i | ? | -0.3% | 89* | 37* | 0.8% | 1.1%
C=CCNc1nc2c(c(=O)n(C)c(=O)n2C)n1CCCCCC | 0.0% | 0% | 0% | i | -1.2% | -0.2% | -1 | -8 | nt | -1.7%
CN1C(=O)CSC1=Nc1ccc(Br)cc1 | -0.1% | 0% | -3% | nt | 3.6% | -0.3% | nt | nt | nt | nt | Dengue-2 NS5 capping pilot replicate=0.3
CC(=O)OC[C@H]1O[C@@H](n2ccc(=O)[nH]c2=S)C(OC(C)=O)C1OC(C)=O (stereo partly drawn) | 0.1% | 0% | -1% | i | 3.0% | 0.8% | 7 | -5 | -2.3% | -4.8%
O=C(CSc1nnc(-c2cccs2)n1Cc1ccco1)c1ccc2c(c1)OCO2 | 0.6% | 1% | 8% | i | 3.3% | -0.2% | 9 | -4 | 0.5% | -2.2%
COc1ccccc1C(=O)N/C(=C\c1cn(S(=O)(=O)N(C)C)c2ccccc12)C(=O)N1CCCCC1 | 0.1% | -11% | 15% | nt | -0.4% | -0.3% | nt | nt | nt | nt
O=c1[nH]c2c(Br)cnc([N+](=O)[O-])c2[nH]1 | -0.1% | -3% | 14% | i | 0.2% | 0.3% | nt | nt | nt | nt
COc1cccc(CNC(=O)C2CCN(C(=O)N3CC(C)Oc4ccccc43)CC2)c1 (stereo not drawn) | 0.3% | -2% | 16% | nt | 3.3% | -0.9% | nt | nt | nt | nt
COc1ccc(S(=O)(=O)CCC(=O)O)cc1 | 0.2% | nt | 10% | i | 1.3% | 0.2% | 22 | 21 | -1.5% | -3.1%
COc1cc(OC)c(NC(=O)CCNC(=O)Cn2cnc3ccccc3c2=O)cc1Cl | 0.6% | -2% | -2% | i | 0.6% | -0.3% | -5 | -8 | -1.7% | -3.1%
CC(C)C(NC(=O)c1ccc([N+](=O)[O-])cc1Cl)C(=O)N1CCCC1 (stereo not drawn) | -1.0% | -3% | 1% | nt | 0.7% | 1.2% | nt | nt | nt | nt
OCCOCCn1c(C(CO)Nc2nc(-c3ccc(Cl)cc3)cs2)nc2ccccc21 (stereo not drawn) | 2.7% | -11% | 8% | i | 9.5% | -0.8% | nt | nt | nt | nt
COc1ccccc1OCC(=O)N1CCCCCCC1 | -0.5% | -9% | 7% | nt | 0.4% | -0.6% | nt | nt | nt | nt
O=C(O)C1=C[C@H](c2cccs2)C[C@H](OCCCCO)O1 | 0.1% | 2% | 2% | i | 1.0% | -0.2% | nt | nt | nt | nt
Cn1nccc1C(=O)N(CCN1CCCCC1)CC1CCCN(C2CCCC2)C1 (stereo not drawn) | 1.9%[50 µM] | 4% | 19% | nt | 1.0% | -0.3% | nt | nt | nt | nt
COc1cccc(CNc2ccc([N+](=O)[O-])cc2Cl)c1O | 1.2% | -14% | 4% | i | 2.8% | -0.9% | 31 | 14 | -0.5% | -3.5%
CCN1C(=O)NC2C1N(S(C)(=O)=O)CCN2S(C)(=O)=O (stereo not drawn) | 0.5% | 1% | -3% | i | 1.1% | 0.4% | -1 | 7 | 0.9% | -5.5%
Cc1ccc(N2CC(c3nc4ccccc4[nH]3)CC2=O)c(C)c1 (stereo not drawn) | -1.0% | -6% | 7% | i | 2.0% | -0.1% | 10 | 2 | 0.8% | -6.2%
CCCCNC(=O)CS(=O)Cc1nc(-c2ccc(C)cc2)oc1C (stereo not drawn) | 0.1% | -1% | 10% | i | 2.5% | 0.1% | 0 | 1 | -1.5% | -0.3%
Cc1nc(-c2ccccc2)nc2[nH]c(C(C)C)cc(=O)c12 | 2.9% | -3% | 9% | i | 4.2% | -1.0% | 5 | -13 | -1.5% | -7.7%
COC(=O)[C@H](CCSC)NC(=O)Nc1ccc(OC)c(Cl)c1 | 0.5% | 2% | 0% | i | 1.2% | -0.1% | 5 | 15 | -1.0% | -3.3%
COc1cccc(CNC(=O)CN(C)S(=O)(=O)c2cnc[nH]2)c1 | 1.2% | -7% | 3% | i | 0.3% | 0.7% | -8 | -24 | -0.2% | -3.4%
Cc1cc(Cl)ccc1OCC(O)CN1C(C)CCCC1C (stereo not drawn) | nt | nt | 1% | i | -3.6% | -0.2% | 11 | 16 | -0.5% | -6.9%

Bioassay records from PubChem.
